Screening data: PubChem BioAssay, Broad Institute
ARNT TACC3 PPI: disrupts binding between human ARNT and TACC3; Q9Y6A5; AlphaScreen His-ARNT PAS-B/GST-TACC3 binding, luminescence; TACC3 fragment carries E629A point mutation; inhibition, % at 9.99 µM; 390,000 compounds, 0.66% hits; AID 623870;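 active = mean inhibition of replicates at least 50% and at least half of replicates each reaching 50%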;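 note: 0% = complete ARNT plus TACC3 wells and 100% = ARNT alone without TACC3; many hits fall short of the cut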
Casp6 inh: blocks human caspase-6 cleavage activity | P55212 | purified caspase-6, Z-VEID-R110 cleavage fluorescence | inhibition, % at 12.5 µM | 350,000 compounds, 0.53% hits;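 active = mean inhibition across replicates at least about 35%, with every replicate also reaching that limit, limit read from the data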;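 note: 0% = median of neutral control wells and 100% = no fluorescence left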
Target sequence (P55212 24-179 limits assumed): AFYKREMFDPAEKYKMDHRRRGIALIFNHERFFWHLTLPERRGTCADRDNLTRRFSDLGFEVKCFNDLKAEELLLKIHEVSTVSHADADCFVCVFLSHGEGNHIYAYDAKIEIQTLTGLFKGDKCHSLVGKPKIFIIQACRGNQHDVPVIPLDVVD
Target sequence (P55212 194-293 limits assumed): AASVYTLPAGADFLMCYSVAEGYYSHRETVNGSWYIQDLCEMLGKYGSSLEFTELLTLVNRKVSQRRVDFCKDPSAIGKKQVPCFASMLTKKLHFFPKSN
esBAF inh: inhibitors of esBAF chromatin remodeling in mouse ES cells | Bmi1-luciferase knock-in reporter, 24 h; 100% = twice the neutral-well signal | reporter increase, % at 12.5 µM | 350,000 compounds, 2% hits | AID 602393; in the data active = activation above about 40%;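 note: 0% = median of the plate's neutral control wells and 100% = double that signal; a rise in the Bmi1 reporter signal indicates esBAF inhibition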
RAD52 anneal inh: blocks human RAD52 DNA annealing. P43351. recombinant RAD52 DNA annealing, FRET fluorescence. inhibition, % at 18.7 µM. 360,000 compounds, 0.46% hits. AID 651710;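 active = every replicate showing at least 50% inhibition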
ERp5 inh: ERp5 (human) disulfide isomerase inhibition | Q15084 | ERp5 insulin aggregation, absorbance 650 nm, 90 min | inhibition, % at 9.99 µM | 350,000 compounds, 0.05% hits;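 active = mean replicate inhibition above about 25%, with every replicate also reaching it, limit read from the data, passing the limit was not always enough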
Target sequence (Q15084 whole entry, looked up): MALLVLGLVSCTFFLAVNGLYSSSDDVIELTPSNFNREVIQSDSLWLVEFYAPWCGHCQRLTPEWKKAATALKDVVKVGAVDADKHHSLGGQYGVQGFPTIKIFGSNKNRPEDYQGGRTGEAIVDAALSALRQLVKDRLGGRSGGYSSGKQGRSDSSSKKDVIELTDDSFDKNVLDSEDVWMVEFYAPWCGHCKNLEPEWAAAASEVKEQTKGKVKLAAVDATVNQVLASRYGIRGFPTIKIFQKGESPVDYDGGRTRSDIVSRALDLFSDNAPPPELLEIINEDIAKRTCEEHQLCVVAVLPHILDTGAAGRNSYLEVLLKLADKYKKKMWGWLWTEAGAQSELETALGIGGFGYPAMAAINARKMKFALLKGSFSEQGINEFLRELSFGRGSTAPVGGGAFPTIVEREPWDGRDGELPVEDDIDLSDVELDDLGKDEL
PglD inh: inhibitors of Campylobacter jejuni PglD acetyltransferase; purified PglD enzyme, DTNB colorimetric CoA detection; inhibition, % at 12.5 µM; 360,000 compounds, 0.098% hits; AID 602405; in the data active = inhibition above about 16%, passing the limit was not always enough; note: strong numbers were not always called active
E-selectin induc: induces E-selectin expression in human endothelial cells | AID 686992 | activation, % at 7.58 µM | P16581 | 260,000 compounds, 0.37% hits | HUVEC E-selectin immunofluorescence imaging; normalized: neutral wells 0, TNF-alpha wells 100;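 active = mean E-selectin-positive cell signal at least 10% of the positive control, reached in at least 60% of replicates, without over 20% cell loss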;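 note: in these data hits start at about 27%; measured in HUVEC primary endothelial cells; signal is the percent of cells scored E-selectin positive by PE staining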
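Read-out: % PE-positive cells | Test system: HUVEC | Doses: One compound dose added by pin transfer | Buffer or medium: EGM-2 over gelatin coat | Signal: Immunofluorescence imaging | Benchmarks: TNF-alpha, DMSO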
RAD54 branch: RAD54 (human) branch migration inhibition; Q92698; inhibition, % at 10.4 µM; RAD54 Holliday junction branch migration, FAM/BHQ fluorescence; 360,000 compounds, 0.14% hits;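 active = mean normalized replicate activity at least 40 and at least half of replicates scoring 40 or more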;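 note: 0% = median of neutral control wells and 100% = median of positive control wells; inhibitors cause a drop in the FAM fluorescence signal; in these data hits start at about 50%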
Numbers without * were called inactive; / = no result given.

SMILES,ARNT TACC3 PPI,esBAF inh,Casp6 inh,PglD inh,RAD52 anneal inh,RAD54 branch,ERp5 inh,E-selectin induc
COc1ccc(NC(=O)C2CCCN(S(=O)(=O)c3cccc4nonc34)C2)cc1 (centres undefined),-1,4,2,5,-3,0,3,/
COc1ccc(N2CCN(C(=O)Cn3c(=O)[nH]c4ccsc4c3=O)CC2)cc1,-15,-4,/,-7,/,0,/,/
COC(=O)c1ccc(COC(=O)CCc2nc(-c3ccccc3)c(-c3ccccc3)o2)cc1,4,-4,/,1,/,5,/,/
CCOC(=O)COn1c(=O)c(C)[n+]([O-])c2ccccc21,4,0,/,0,/,5,/,/
O=C(C(c1ccccc1)C(O)(c1ccccc1)c1ccccc1)N1CCOCC1 (centres undefined),-10,-2,0,1,-8,0,2,1.8
COc1ccc(NC(=O)CC2(CC(=O)O)CCCC2)cn1,24,-4,4,-3,-12,4,8,2.5
COc1ccc(CN(C)C[C@H]2Oc3ccc(NC(=O)Nc4ccc(OC)cc4)cc3C(=O)N([C@H](C)CO)C[C@@H]2C)cc1,-8,0,1,-2,12,22,-2,-0.3
O=c1nc(N2CCOCC2)ccn1Cc1ccc(Br)cc1,7,6,/,-3,/,1,/,/
CCOc1ccc2[nH]c(=O)c(CN(CCCN3CCOCC3)C(=O)Nc3ccc(F)cc3)cc2c1,-1,3,-1,5,-14,-12,5,0.0
O=C(C[C@H]1C[C@@H]2c3cc(NC(=O)NC4CCCC4)ccc3O[C@@H]2[C@@H](CO)O1)NCc1cccc(F)c1,-4,-2,0,4,-7,9,2,2.2
CC(Sc1n[nH]c(N)n1)C(=O)Nc1cccc(S(=O)(=O)N2CCOCC2)c1 (centres undefined),4,/,3,/,-23,/,14,-0.4
C=CCOc1ccc(C2/C(=C(/O)c3ccc(OC)cc3)C(=O)C(=O)N2CCN2CCNCC2)cc1 (centres undefined),-5,-9,0,2,-19,6,0,/
Cc1ccc(C(=O)COC(=O)COc2ccccc2[N+](=O)[O-])s1,/,6,2,1,-14,-10,12,-0.1
CCOC(=O)C1CCN(S(=O)(=O)c2ccc(NC(=O)c3ccco3)cc2)CC1,0,-3,4,5,-9,-4,-8,-0.3
COc1ccc(C2(c3ccc(OC(C)=O)cc3OC(C)=O)CC(c3ccccc3)NC(=S)N2)cc1 (centres undefined),17,/,1,/,6,/,-2,/
CCCCN(CCCNC(=O)CN1C(=O)COc2ccc(S(=O)(=O)N3CCC(C)CC3)cc21)Cc1ccccc1,-1,-1,-2,-5,-9,-12,-34,/
C=CCN(c1ccccc1)S(=O)(=O)c1cc2c(cc1C)NC(=O)CO2,/,4,1,3,-30,-4,-7,-0.2
O=C(NCc1ccc(F)cc1)c1cc(C2CCCN(C(=O)CCCc3ccccc3)C2)on1 (centres undefined),/,7,-1,-4,-9,-4,3,-0.2
Cc1ccc(CNC(=O)Cc2ccc(Br)cc2)cc1,-1,1,-2,-4,-37,0,-1,/
C[C@H](CO)N1C[C@H](C)[C@H](CN(C)C(=O)Nc2ccc(F)cc2)Oc2c(NC(=O)Nc3cccc4ccccc34)cccc2C1=O,-1,11,-1,-3,2,-12,4,-0.2
COc1ccc(CNC(=O)C(OC(=O)c2ccco2)c2ccccc2F)cc1 (centres undefined),/,18,/,-4,1,7,5,0.0
CC(=O)c1ccc(-c2ccc(Cn3c(C)nc4cc(N)c(C)nc43)cc2)cc1,1,/,-5,/,-15,/,0,-0.9
COc1ccc(-n2nnnc2SCC(=O)NC2CC2)cc1,/,0,-2,-1,-4,-1,-10,/
CC1CCCCN1Cc1ccc(-c2nnn(CC(=O)NC3CCCCC3)n2)cc1 (centres undefined),39,-2,/,2,/,11,/,/
c1cc2cc(-c3c(-c4ccc5c(c4)OCO5)noc3-c3ccsc3)ccc2[nH]1,/,55*,-2,0,-15,-11,-1,0.2
CCOC(=O)N[C@H](C(=O)N1CCC[C@H]1C(=O)NC1CCCC1)C1CCCCC1,/,/,-4,/,2,/,1,-0.1
COc1ccccc1/C=N/NC(=S)NCc1ccco1,3,/,-3,0,-13,3,-2,0.5
C[C@]12CC[C@H](OC(=O)CCC(=O)O)CC1=CCC1C2CC[C@@]2(C)C1CC[C@@H]2N (some centres undefined),-6,-7,2,7,-4,5,-7,-0.2
O=C(COC(=O)c1ccccn1)Nc1ccc2c(c1)OCO2,4,5,2,-6,-3,3,0,-0.2
Cc1nc(-c2ccc(Cl)cc2)sc1C1(C)CC(c2ccccc2F)=NO1 (centres undefined),-5,9,-3,-6,-9,-9,6,0.0

Arranged by formula weight (falling): some entries from above.
SMILES,ARNT TACC3 PPI,esBAF inh,Casp6 inh,PglD inh,RAD52 anneal inh,RAD54 branch,ERp5 inh,E-selectin induc
C[C@]12CC[C@H](OC(=O)CCC(=O)O)CC1=CCC1C2CC[C@@]2(C)C1CC[C@@H]2N (some centres undefined),-6,-7,2,7,-4,5,-7,-0.2
c1cc2cc(-c3c(-c4ccc5c(c4)OCO5)noc3-c3ccsc3)ccc2[nH]1,/,55*,-2,0,-15,-11,-1,0.2
Cc1ccc(CNC(=O)Cc2ccc(Br)cc2)cc1,-1,1,-2,-4,-37,0,-1,/

Next part
SMILES,ARNT TACC3 PPI,esBAF inh,Casp6 inh,PglD inh,RAD52 anneal inh,RAD54 branch,ERp5 inh,E-selectin induc
CCc1ccccc1N(CC(=O)O)S(C)(=O)=O,-2,-6,/,-5,/,-15,/,/
Cc1nc(-c2ccncc2)nc(NCCNc2ncccc2C(F)(F)F)c1Cl,-1,/,-3,/,10,/,5,0.0
O=C(CSc1nnc(SCc2ccccc2Cl)s1)N/N=C/c1ccc(C(=O)O)cc1,-5,-2,3,16,-7,-3,-3,-0.2
COc1ccccc1N1CCN(CC(=O)Nc2cc(C)nn2-c2nc(C)cc(C)n2)CC1,2,2,4,-2,-7,-17,-3,0.5
CCOC(=O)C1CCCN(C(=O)c2[nH]c3ccc(OC)cc3c2C)C1 (centres undefined),-2,0,0,-4,1,-10,6,/
O=C(C1CC1)N1CC2(C1)[C@H](c1ccccc1)[C@H](CO)N2C(=O)CC1CC1,/,/,1,/,-25,/,1,0.0
CN1C(=O)[C@@]2(O[C@H]3[C@H]4C=C[C@@H]([C@H]5C(=O)N(Cc6ccccc6)C(=O)[C@@H]45)N3C3=C2C(=O)CC3)c2ccccc21,/,/,-1,/,0,/,-1,0.6
c1ccc(-c2noc(-c3ccncc3)n2)nc1,-1,-7,/,2,/,-3,/,/
COc1ccc(S(=O)(=O)N(CC(=O)NC(C)C)Cc2ccccc2)cc1,14,-4,/,2,/,3,/,/
CCn1c(=O)n(CC)c2cc(N3CCCC3)c(NC(=O)c3cc(Br)ccc3OC)cc21,/,/,-2,/,-5,/,-13,1.2
COc1ccc(N=[N+]([O-])c2ccc(OC)cc2)cc1,-6,-8,-3,-2,-3,-4,-7,0.3
O=C(C[C@H]1CC[C@@H](NC(=O)Nc2cc(F)ccc2F)[C@H](CO)O1)Nc1ccccc1,2,-5,-10,0,-1,0,4,-0.7
COc1ccccc1S(=O)(=O)N[C@H]1C=C[C@@H](CC(=O)N2CCN(C)CC2)O[C@@H]1CO,-5,2,11,2,7,-6,0,0.8
COc1ccccc1C(C)NC(=O)c1cc(S(=O)(=O)N2CCCCC2)ccc1C (centres undefined),29,-1,1,-2,-14,9,-1,0.0
COc1ccc(/C(C)=N/NC(=O)OC(C)(C)C)cc1[N+](=O)[O-],0,/,-3,/,-10,/,1,0.3
COc1ccc(Cl)cc1Cn1c(C)c(C(=O)N(C)Cc2ccc(F)cc2)sc1=O,/,-6,2,2,10,3,1,/
CCOc1ccc(CCNC(=O)COC(=O)COc2ccc(Cl)cc2)cc1OCC,-17,/,4,/,-17,/,0,/
O=C(CCc1nc2ccccc2[nH]1)Nc1ccccc1F,-25,1,0,3,2,8,7,1.1
Cc1cc(C(=O)N(C)C2CCCCC2)no1,-2,-2,0,2,-11,9,4,/
CC(C)Oc1cccc(C(=O)C2CCCN(Cc3cnn(C(C)C)c3)C2)c1 (centres undefined),-6,/,1,/,0,/,-1,/
COc1ccc(CC(=O)Nc2ccc(/C(C)=N\NC(=O)c3ccc(Br)o3)cc2)cc1,-4,/,-1,0,-7,5,-2,0.0
Brc1ccc(-c2nc(-c3cccnc3)no2)o1,-1,31,/,-3,/,-4,/,/
Cc1ccccc1/C=N/n1c(-c2cc(-c3ccccc3)n[nH]2)n[nH]c1=S,-8,4,7,/,-5,/,2,-0.3
Cc1cc[n+](-c2[nH]c(=O)sc2/C=N/NC([S-])=Nc2ccccc2)cc1C,/,-3,/,-5,/,-73,/,-0.1
CC12CCC(=O)N1C(C(=O)Nc1cc(Cl)ccc1N1CCOCC1)CS2 (centres undefined),2,/,3,1,-13,6,9,135*
Cc1noc(C)c1S(=O)(=O)N(C)C[C@H]1Oc2ccc(NS(=O)(=O)c3cn(C)cn3)cc2CC(=O)N([C@H](C)CO)C[C@@H]1C,3,-5,-2,3,0,0,1,0.2
COc1ccc(CNC(=O)C[C@@H]2C=C[C@@H](NC(=O)c3cccc(F)c3)[C@@H](CO)O2)cc1,13,0,-1,3,-11,-2,4,0.1
COc1ccc(S(=O)(=O)N(C)C[C@@H]2Oc3ccc(NC(=O)C4CCCCC4)cc3C(=O)N([C@@H](C)CO)C[C@H]2C)cc1,-14,-3,-3,0,-3,7,-5,0.2
Cc1noc(C)c1NC(=O)N(C)C[C@@H]1OCCCC[C@@H](C)Oc2ccc(NS(=O)(=O)c3ccc(F)cc3)cc2C(=O)N([C@H](C)CO)C[C@H]1C,-5,1,-3,-1,7,0,4,-0.1
Cc1ccc(S(=O)(=O)Nc2ccc3c(c2)C(=O)N([C@@H](C)CO)C[C@H](C)[C@H](CN(C)S(=O)(=O)c2cn(C)cn2)O3)cc1,-3,0,-1,1,-1,1,5,-0.1
CC1=C(C)CC(C(=O)NNC(=O)c2csc(C)c2C)C(C(=O)O)C1 (centres undefined),-3,/,4,/,-4,/,-2,1.4
CCCC1(C(=O)OC)NC(c2ccco2)C2C(=O)N(c3ccc(C)cc3)C(=O)C21 (centres undefined),-8,-6,/,-3,/,4,/,/

In the list so far, five have two or more sulfur atoms.
SMILES,ARNT TACC3 PPI,esBAF inh,Casp6 inh,PglD inh,RAD52 anneal inh,RAD54 branch,ERp5 inh,E-selectin induc
CC(Sc1n[nH]c(N)n1)C(=O)Nc1cccc(S(=O)(=O)N2CCOCC2)c1 (centres undefined),4,/,3,/,-23,/,14,-0.4
O=C(CSc1nnc(SCc2ccccc2Cl)s1)N/N=C/c1ccc(C(=O)O)cc1,-5,-2,3,16,-7,-3,-3,-0.2
Cc1cc[n+](-c2[nH]c(=O)sc2/C=N/NC([S-])=Nc2ccccc2)cc1C,/,-3,/,-5,/,-73,/,-0.1
Cc1noc(C)c1S(=O)(=O)N(C)C[C@H]1Oc2ccc(NS(=O)(=O)c3cn(C)cn3)cc2CC(=O)N([C@H](C)CO)C[C@@H]1C,3,-5,-2,3,0,0,1,0.2
Cc1ccc(S(=O)(=O)Nc2ccc3c(c2)C(=O)N([C@@H](C)CO)C[C@H](C)[C@H](CN(C)S(=O)(=O)c2cn(C)cn2)O3)cc1,-3,0,-1,1,-1,1,5,-0.1
